Screening data as filed in PubChem.
OXTR potentiator: human OXTR potentiation. P30559. AID 2445. activation, % at 3 µM. CHO-OTR cells, Fluo-8 calcium fluorescence, potentiator mode; 0% = oxytocin EC15, 100% = EC100. 0.061% of 320,000 active;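 active = activation above that plate's cutoff, the mean activation of tested compounds plus 3 SD, cut at about 6.6% in these data, passing the limit was not always enough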;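 also: 100% uses oxytocin at 75 nM as the full agonist control; some results filed as inactive read as strong as hits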
Target sequence (P30559 whole entry, looked up): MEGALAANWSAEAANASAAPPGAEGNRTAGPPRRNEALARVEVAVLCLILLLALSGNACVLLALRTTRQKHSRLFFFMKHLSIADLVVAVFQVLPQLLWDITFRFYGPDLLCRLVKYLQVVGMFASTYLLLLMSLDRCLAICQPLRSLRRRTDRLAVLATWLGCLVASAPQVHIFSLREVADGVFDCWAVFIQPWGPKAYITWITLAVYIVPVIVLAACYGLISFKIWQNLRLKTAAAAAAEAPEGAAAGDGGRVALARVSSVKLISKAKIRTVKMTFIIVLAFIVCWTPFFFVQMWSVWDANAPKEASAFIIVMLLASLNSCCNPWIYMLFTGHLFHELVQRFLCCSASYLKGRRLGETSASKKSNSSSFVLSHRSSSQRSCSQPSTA
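Assay system: CHO cell line stably expressing human OTR | Also added: Oxytocin at about EC15, sub-maximal agonist stimulus | Times: Compound 6 min at room temperature before oxytocin, 100 s read | Measured by: Fluo-8 intracellular calcium fluorescence, ex 470-495, em 515-575 nm | Controls: EC15 oxytocin alone as 0%, 75 nM oxytocin as 100%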
V1aR counter: V1a receptor agonism, counter-screen for OXTR agonists; CHO-V1R cells, Fluo-8 calcium fluorescence, agonist mode; 0% DMSO, 100% 3 nM vasopressin; 0.25% of 320,000 active; AID 2797; activation, % at 3 µM; P37288;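 active = activation above the mean activation of all tested compounds plus 3 SD, per screening run, cut at about 20% in these data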;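 also: signal is peak over basal fluorescence ratio across a 100 second FLIPR read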
Target sequence (P37288 whole entry, looked up): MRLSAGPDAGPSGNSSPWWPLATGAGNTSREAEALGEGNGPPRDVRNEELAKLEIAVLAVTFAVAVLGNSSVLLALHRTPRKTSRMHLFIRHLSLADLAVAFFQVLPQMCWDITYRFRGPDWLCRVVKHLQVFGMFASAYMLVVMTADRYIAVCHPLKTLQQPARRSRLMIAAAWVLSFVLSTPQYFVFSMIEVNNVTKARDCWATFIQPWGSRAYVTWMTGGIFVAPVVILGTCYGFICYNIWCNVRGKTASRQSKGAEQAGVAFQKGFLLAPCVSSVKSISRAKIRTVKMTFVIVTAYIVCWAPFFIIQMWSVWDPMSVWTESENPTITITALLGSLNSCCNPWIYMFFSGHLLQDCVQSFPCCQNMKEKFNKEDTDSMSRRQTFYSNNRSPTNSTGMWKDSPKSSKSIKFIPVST
MEKK2 mut-MEK5: signal of MEK5 binding to mutant human MEKK2 PB1 domain; bead flow cytometry, Alexa488-MEK5 binding to MEKK2 mutant; percent response, % at 10 µM; 0.35% of 290,000 active; in the data active = percent response above about 24%, passing the limit was not always enough; also: inactives centre near 1; some results filed as inactive read as strong as hits
PfM18AAP inh: PfM18AAP enzyme inhibition | recombinant PfM18AAP, H-Glu-NHMec fluorogenic cleavage | 1.2% of 290,000 active | inhibition, % at 7.35 µM;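 active = inhibition above the campaign mean inhibition over all tested compounds plus 3 SD, cut at about 28% in these data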;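 also: 0% = plate median of test compound wells and 100% = 2 mM ZnCl2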
GalR3 antagonist: blocks the human galanin receptor 3 | HEK293 GalR3-CNG cAMP membrane potential fluorescence; galR3 body fused to GalR1 C-terminus | inhibition, % at 3 µM | 0.44% of 360,000 active | AID 651719;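 active = inhibition above the screen-wide average plus 3 SD, cut at about 13% in these data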;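 also: forskolin and galanin both at EC90 stimulate the cells; cAMP rise reported by CNG channel membrane potential dye signal; 0% = forskolin plus galanin with DMSO and 100% = forskolin alone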
NALP1 inh: inhibitors of NALP1 inflammasome in yeast. S. cerevisiae NALP1/ASC/caspase-1 growth, X-gal OD620, 72 h. inhibition, % at 10 µM. 0.61% of 280,000 active; in the data active = inhibition mostly above about 24%, no sharp cut-off; inactive = mostly below about 32%; also: some compounds called inactive have numbers as strong as hits
GPR7 antag: antagonists of human GPR7 (neuropeptides B/W receptor 1); P48145; GPR7-expressing cells, fluorescence antagonist assay; inhibition, % at 4.4 µM; 1.1% of 290,000 active; in the data active = inhibition above about 16%, passing the limit was not always enough;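 also: cells stimulated with the agonist NPW; 0% = agonist with vehicle and 100% = vehicle without agonist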
OXTR ag: human OXTR agonism | P30559 | CHO-OTR cells, Fluo-8 calcium fluorescence; normalized: DMSO 0%, oxytocin 100% | 0.32% of 320,000 active | AID 2435 | activation, % at 3 µM;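 active = activation above the mean of all tested compounds plus 3 SD, cutoff set per screening run, cut at about 20% in these data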;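 also: peak over basal fluorescence ratio from a 100 s FLIPR kinetic read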
MEKK2 WT-MEK5: raises or lowers MEK5 binding to wildtype human MEKK2 PB1 domain. Q9Y2U5. bead flow cytometry, Alexa488-MEK5 binding to MEKK2 WT; actives lie on both sides. binding response (% of control), % at 10 µM. 1.1% of 290,000 active; in the data active = binding response below about 67% or above about 130%
Active calls of the source: *; x = not tested or not shown. An unsorted share of the library (roughly 4.1% active in at least one column).

SMILES	OXTR potentiator	V1aR counter	MEKK2 mut-MEK5	PfM18AAP inh	GalR3 antagonist	NALP1 inh	GPR7 antag	OXTR ag	MEKK2 WT-MEK5
CCC(C(=O)NC1CCCC1)N(C(=O)Cn1nnc(-c2ccc(C)o2)n1)c1cnc2ccccc2c1 (stereo unspecified)	-1	-0.6	2	2	-6	13	-2	-1.4	112
N#Cc1nc(Cc2ccccc2)oc1NCc1ccccc1	-5	-0.1	1	-8	-9	-11	-2	-1.9	95
COC(=O)c1ccccc1NC(=S)NC(=O)c1cccc2ccccc12	-8	0.0	-4	9	-2	15	-9	-1.0	92
COc1cccc(N2C(=O)Nc3ccccc3C2(O)C(=O)NCc2ccc3c(c2)OCO3)c1 (stereo unspecified)	-4	-0.6	10	-2	1	8	9	1.4	127
Cc1cccc(/C(N)=N/OC(=O)CCc2ccccc2)c1	-5	0.0	7	-12	-3	4	-10	-0.1	110
O=C(Cc1cn(Cc2cccc(Cl)c2)c2ccccc12)N1CCCCCC1	-14	-0.3	-1	-5	-5	33	-4	-2.0	102
CC(C)C(=O)Nc1ccc(NC(=O)c2ccc([N+](=O)[O-])cc2Cl)cc1	-3	1.2	-2	0	0	2	-6	-0.1	95
Clc1ccccc1C1=CC(c2ccco2)n2ncnc2N1 (stereo unspecified)	1	0.2	7	-1	-3	6	-12	-0.3	108
Cc1nc(-c2nc(-c3c(C(=O)NNC(=O)c4ccc(Cl)cc4)noc3C)cs2)cs1	-2	-1.2	2	-2	-1	x	-11	-2.4	107
C=Cc1ccc(CSc2cc(C)nc3nc(C)nn23)cc1	0	1.6	-2	1	4	x	-14	0.9	98
Cc1ccc(/C=C/C(=O)O)cc1S(=O)(=O)N1CCCc2ccccc21	-15	-0.2	-11	2	4	6	-4	0.3	90
COc1ccc2nc(-c3ccc(Cl)cc3)cc(C(=O)O)c2c1	-4	1.2	7	0	-2	-4	0	0.8	93
CC1C(c2ccccc2)=NNc2nc3c(c(=O)n(C)c(=O)n3C)n21 (stereo unspecified)	4	-0.5	1	-2	x	x	-9	-0.1	107
N#C/C(=C\c1ccc(OCC(N)=O)cc1)S(=O)(=O)c1ccccc1	-7	0.5	-4	-11	-2	5	-8	0.7	100
COc1ccc(Nc2nc(-c3ccccc3)c3ccccc3n2)cc1	-6	-0.9	22	-2	-6	34	0	-1.8	132
COC(=O)C1CCN(C(=O)c2cc(-c3ccc(Cl)s3)nc3ccccc23)CC1	-10	8.7	x	x	0	x	x	4.7	x
CCOC(=O)c1ccc(-c2ccc3oc(-c4ccsc4)cc(=O)c3c2)cc1F	-6	0.2	x	x	5	x	x	0.2	x
O=C(CNC(=O)c1ccccc1)N/N=C/c1cccs1	-3	0.4	-4	-1	5	7	-7	1.0	101
O=C(NNC(=S)Nc1ccc(Br)cc1)c1ccccc1	x	x	1	-2	-3	9	-16	x	97
O=C(NCc1ccc(OC(F)(F)F)cc1)c1cccc2c1C(=O)c1ccc(N3CCC(Cc4ccccc4)CC3)cc1S2(=O)=O	-2	6.2	x	x	-3	x	x	23*	x
COc1ccc(NC(=O)Nc2ccccn2)cc1OC	-5	0.3	8	-1	-4	-9	1	-0.3	101
Cc1cccc(N2CCN(C(c3cccs3)c3nnnn3C(C)(C)C)CC2)c1C (stereo unspecified)	-12	0.6	6	-8	-6	19	-6	0.2	100
Cc1cc(C)c(C(=O)N2CCCC(CNC(=O)C3(c4ccc(Cl)cc4)CC3)C2)c(=O)[nH]1 (stereo unspecified)	-16	-1.1	-4	-13	-3	-5	1	-0.5	93
O=S(=O)(Cc1cnc(Cl)s1)c1ccccc1	-4	1.1	4	-12	-3	21	-12	1.9	102
O=C1CC(N2CCCc3ccccc32)C(=O)N1c1ccccc1Cl (stereo unspecified)	-4	0.3	9	2	-3	-1	2	0.6	102

3 structures from above, arranged by SMILES length, lowest first:
SMILES	OXTR potentiator	V1aR counter	MEKK2 mut-MEK5	PfM18AAP inh	GalR3 antagonist	NALP1 inh	GPR7 antag	OXTR ag	MEKK2 WT-MEK5
O=S(=O)(Cc1cnc(Cl)s1)c1ccccc1	-4	1.1	4	-12	-3	21	-12	1.9	102
COC(=O)C1CCN(C(=O)c2cc(-c3ccc(Cl)s3)nc3ccccc23)CC1	-10	8.7	x	x	0	x	x	4.7	x
Cc1nc(-c2nc(-c3c(C(=O)NNC(=O)c4ccc(Cl)cc4)noc3C)cs2)cs1	-2	-1.2	2	-2	-1	x	-11	-2.4	107

The listing continues.
SMILES	OXTR potentiator	V1aR counter	MEKK2 mut-MEK5	PfM18AAP inh	GalR3 antagonist	NALP1 inh	GPR7 antag	OXTR ag	MEKK2 WT-MEK5
CCc1ccc(OCC(=O)NCC(c2ccc(Cl)cc2)N2CCCCC2)cc1 (stereo unspecified)	-4	-0.6	2	1	0	21	20	-1.8	111
CCCN(CCC)CCCNC(=O)C(NS(=O)(=O)c1ccc2c(c1)CCC(=O)N2)c1ccccc1 (stereo unspecified)	-5	-0.3	-9	6	-6	6	-2	0.4	89
NC(=O)C1CCN(C(=O)c2cnn(-c3ccccc3)c2NC(=O)c2ccco2)CC1	-9	0.9	-2	-14	1	-14	-5	-0.2	98
CC(C)CCn1c(C(C)O)nc2ccccc21 (stereo unspecified)	-2	0.5	8	3	-6	-6	-2	0.4	100
Fc1ccc(-c2nnsc2Sc2ccccn2)cc1	-17	-0.3	1	0	-2	0	-1	-0.8	95
CCOC(=O)C1=C(C)NC2=C(C(=O)CC(C)(C)C2)C1c1coc2ccccc2c1=O (stereo unspecified)	-5	-0.8	-1	2	-6	-10	-8	-1.2	109
O=C(CSc1nnc(COc2ccc(Cl)cc2)o1)N1CCN(c2ccccc2)CC1	-3	1.5	-5	-1	-3	x	2	0.7	92
COC(=O)c1cccc(NC(=S)N2CCN(c3ccccc3F)CC2)c1	0	1.1	-4	0	1	4	1	0.4	97
O=C(Nc1ncc(Cc2ccccc2)s1)c1cccs1	-12	0.2	9	-10	3	6	-5	-0.9	108
CCCCC(=O)Nc1ccc(NC(=O)CCCC)nc1	-6	-1.4	-3	-6	-1	-3	-5	-0.7	100
CC(=O)c1ccc(NC(=O)C2CCN(S(=O)(=O)c3ccc4c(c3)N(C(C)=O)CCO4)CC2)cc1	-4	0.3	7	3	3	-2	-11	0.6	110
CN(C(=O)C1CCC(=O)N(Cc2ccccc2F)C1)C1CCOCC1 (stereo unspecified)	-5	0.2	4	-4	-3	7	-9	-0.1	100
COc1ccc(-c2cc(C(=O)N3CCCC3)c3ccccc3n2)cc1	-1	3.3	-6	3	-6	26	-11	-0.1	100
O=C1NCCCC1C(=O)Nc1cccc(C(F)(F)F)c1 (stereo unspecified)	-3	2.3	4	4	1	6	-3	0.7	101
CC(=C/c1ccco1)/C=N/N1CCN(c2ccccc2)CC1	-3	-0.1	0	0	6	2	4	-0.7	103
CN1CCN(C(=O)/C=C/c2ccc([N+](=O)[O-])cc2)CC1	2	2.4	0	-10	-1	31	-5	0.6	100
Cc1cccc(OCc2nnc(SCC(=O)c3cccs3)n2C)c1C	-6	0.2	-10	-2	x	10	5	-1.0	90
CCOc1ccccc1NC(=S)N1CCCCCC1	0	1.7	1	0	0	6	-20	-0.4	105
Cc1ccc(CNC(=O)C2CCN(S(=O)(=O)c3ccc4c(c3)CC(C)N4C(=O)C3CC3)CC2)cc1 (stereo unspecified)	-7	3.6	0	0	-4	11	-14	2.0	94
Cc1ccc(S(=O)(=O)N(Cc2ccccc2)c2ccccc2C(=O)Nc2ccccc2C(=O)NCc2ccco2)cc1	-16	2.0	3	3	-3	21	-25	0.3	109
CCCCN1CCNC[C@@H]1Cc1ccc(O)cc1	-8	-0.1	x	x	-6	x	x	-0.3	x
CCn1c(SCC(=O)NC(=O)NCc2ccco2)nc2sc(C)c(C)c2c1=O	0	0.7	x	13	0	-11	-7	-1.8	x
Cc1cccc(NC(=O)CSCc2c(C)noc2C)c1C	-10	0.4	5	3	-3	10	-6	-0.3	107
CCOC(=O)C1CCCN(C2=NC(=O)/C(=C/c3ccc(O)c(OCC)c3)S2)C1 (stereo unspecified)	2	1.2	14	0	-8	3	-1	0.9	111
Cc1cccc(N(CC(=O)NC2CCCC2)C(=O)c2nsc(Cl)c2Cl)c1C	-8	-1.4	-8	-3	-8	-3	-8	-1.8	90

Next entries:
SMILES	OXTR potentiator	V1aR counter	MEKK2 mut-MEK5	PfM18AAP inh	GalR3 antagonist	NALP1 inh	GPR7 antag	OXTR ag	MEKK2 WT-MEK5
CCCN(CC(=O)Nc1ccccc1C)C(=O)c1cc(=O)[nH]c2ccccc12	2	0.0	-12	5	0	5	-4	1.6	86
CCOC(=O)N1CCN(Cc2nc(N)nc(Nc3ccc(OC)cc3)n2)CC1	0	0.2	-1	1	-6	-5	-9	-0.9	103
Cc1ccnc2nc(C(=O)OCC(=O)c3ccc(NC(=O)CC(C)C)cc3)nn12	1	0.0	x	x	-1	x	x	0.8	x
C/C(NC(=O)c1ccccc1)=C1/C(=O)CC2C1C2(C)C (stereo unspecified)	-10	-0.9	1	-5	-1	5	-1	-1.9	107
Cc1coc2c(C)c3oc(=O)c(CCC(=O)NCCN4CCOCC4)c(C)c3cc12	-1	0.3	-2	0	-7	20	-3	0.2	101
COc1ccccc1N1CCN(c2nc(C)cc(C)c2C#N)CC1	-5	-0.3	4	7	-6	4	-12	-1.7	107

Quoted at random: 3 compounds from above, in no set order.
SMILES	OXTR potentiator	V1aR counter	MEKK2 mut-MEK5	PfM18AAP inh	GalR3 antagonist	NALP1 inh	GPR7 antag	OXTR ag	MEKK2 WT-MEK5
Cc1nc(-c2nc(-c3c(C(=O)NNC(=O)c4ccc(Cl)cc4)noc3C)cs2)cs1	-2	-1.2	2	-2	-1	x	-11	-2.4	107
CCCCC(=O)Nc1ccc(NC(=O)CCCC)nc1	-6	-1.4	-3	-6	-1	-3	-5	-0.7	100
N#C/C(=C\c1ccc(OCC(N)=O)cc1)S(=O)(=O)c1ccccc1	-7	0.5	-4	-11	-2	5	-8	0.7	100

At a glance, 2 of the compounds above.
SMILES	OXTR potentiator	V1aR counter	MEKK2 mut-MEK5	PfM18AAP inh	GalR3 antagonist	NALP1 inh	GPR7 antag	OXTR ag	MEKK2 WT-MEK5
CCCN(CC(=O)Nc1ccccc1C)C(=O)c1cc(=O)[nH]c2ccccc12	2	0.0	-12	5	0	5	-4	1.6	86
CCOC(=O)N1CCN(Cc2nc(N)nc(Nc3ccc(OC)cc3)n2)CC1	0	0.2	-1	1	-6	-5	-9	-0.9	103
